Compound activity (PubChem)
TGFb inhibitor: blocks TGF-b signaling; HepG2 CAGA-GFP TGF-b/SMAD3 reporter, GFP fluorescence, 18 h; TGF-beta stimulated, 500 pg/mL final; Potency, µM (top dose mostly 46.1 µM), inactives show at the highest dose activity, negative = inhibition, hits mostly inhibitors; 410,000 tested, 1.2% active; further: potency means the concentration at half of the fitted maximal effect; on the % scale 0 is the no-effect control and ±100 the full control effect; nearly all actives have a fitted effect of over 65% in size
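HEPG2 CAGA-GFP reporter cells (1000/well, DMEM with 1% FBS) received compounds, then recombinant TGF-beta at 500 pg/mL final for 18 hours at 37 degrees C. Per-cell GFP summed per well was normalised to unstimulated and stimulated DMSO controls before curve fitting.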
EPAC2 antagonist: antagonists of human EPAC2; Q8WZA2; EPAC2 GEF exchange of Rap1B-BODIPY-GDP, fluorescence; Potency, µM (top dose mostly 114 µM), without a hit: top-dose activity, negative = inhibition, usual class: inhibitors; 360,000 tested, 0.18% active; AID 720708; further: potency means the concentration at half of the fitted maximal effect; on the % scale 0 is the no-effect control and ±100 the full control effect; nearly all actives have a fitted effect of over 45% in size; many of its hits are not listed in these tables
Target sequence (Q8WZA2 whole entry, looked up): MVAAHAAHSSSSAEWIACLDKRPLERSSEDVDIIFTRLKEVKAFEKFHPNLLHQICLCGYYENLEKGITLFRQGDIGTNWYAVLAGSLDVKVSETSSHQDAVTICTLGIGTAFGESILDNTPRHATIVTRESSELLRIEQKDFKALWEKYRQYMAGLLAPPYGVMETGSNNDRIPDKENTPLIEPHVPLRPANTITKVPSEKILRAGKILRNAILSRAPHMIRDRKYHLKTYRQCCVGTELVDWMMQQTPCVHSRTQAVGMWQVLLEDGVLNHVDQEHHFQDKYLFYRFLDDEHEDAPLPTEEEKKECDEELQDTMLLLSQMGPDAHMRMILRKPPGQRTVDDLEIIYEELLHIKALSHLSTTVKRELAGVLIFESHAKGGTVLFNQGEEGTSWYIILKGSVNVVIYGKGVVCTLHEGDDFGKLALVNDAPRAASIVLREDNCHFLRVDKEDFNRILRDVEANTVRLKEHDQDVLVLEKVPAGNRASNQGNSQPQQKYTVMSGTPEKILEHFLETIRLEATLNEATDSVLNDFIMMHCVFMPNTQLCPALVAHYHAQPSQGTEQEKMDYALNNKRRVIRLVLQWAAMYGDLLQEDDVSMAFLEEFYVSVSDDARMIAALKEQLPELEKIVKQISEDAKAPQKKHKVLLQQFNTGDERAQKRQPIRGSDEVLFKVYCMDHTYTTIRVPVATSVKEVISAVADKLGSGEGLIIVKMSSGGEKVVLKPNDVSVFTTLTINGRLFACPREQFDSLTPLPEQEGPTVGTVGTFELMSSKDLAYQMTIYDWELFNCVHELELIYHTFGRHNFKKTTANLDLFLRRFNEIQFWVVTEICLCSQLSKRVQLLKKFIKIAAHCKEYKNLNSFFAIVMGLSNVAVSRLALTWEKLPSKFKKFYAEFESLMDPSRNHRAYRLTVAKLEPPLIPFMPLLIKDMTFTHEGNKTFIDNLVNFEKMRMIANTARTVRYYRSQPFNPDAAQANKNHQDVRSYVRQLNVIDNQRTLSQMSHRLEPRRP
Nrf2 block: Nrf2 pathway inhibition. 360,000 tested, 2.1% active. AID 504444. A549 ARE-Fluc reporter, luciferase luminescence, 18-24 h. Potency, µM (top dose mostly 46 µM), for the others: top-dose activity change, negative = inhibition, usual class: inhibitors; further: potency means the concentration at half of the fitted maximal effect; on the % scale 0 is the no-effect control and ±100 the full control effect; nearly all actives have a fitted effect of over 60% in size
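A549 ARE_Fluc cells (5000/well, 5% FBS OPTI-MEM) pre-incubated 2 h, then treated with compounds 18-24 h at 37C/5% CO2 in concentration-response. CellTiter-Fluor viability read first; BugLite luciferase luminescence after 15 min at room temperature gives Nrf2 activity.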
MmCpn inh: inhibitors of Methanococcus maripaludis chaperonin (MmCpn). purified Mm-Cpn ATPase, ADP Transcreener TR-FRET. Potency, µM (titrated, usually from 76.9 µM), inactives show at the top dose activity, negative = inhibition, actives largely listed as inhibitors. 330,000 tested, 0.031% active. AID 504842; further: potency means the concentration at half of the fitted maximal effect; on the % scale 0 is the no-effect control and ±100 the full control effect; nearly all actives have a fitted effect of over 80% in size
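25 nM Mm-CPN + cpd, 10 min 37°C; + 10 uM ATP, 30 min 37°C; buffer 30 mM Tris pH 7.4, 100 mM KCl, 5 mM MgCl2, 1 mM DTT; Transcreener ADP HTRF detection 30 min RT.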
A549 tox: counter-screen for Nrf2 inhibitors: cytotoxicity in A549 cells | A549 ARE-Fluc cells, CellTiter-Fluor viability, 18-24 h | 390,000 tested, 0.16% active | AID 504648 | Potency, µM (series often up to 46 µM), inactives show top-dose activity change, negative = cytotoxicity, usual class: inhibitors; further: potency means the concentration at half of the fitted maximal effect; on the % scale 0 is the no-effect control and ±100 the full control effect
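Cytotoxicity counterscreen: CellTiter-Fluor fluorescence was measured in A549 ARE_Fluc cells after 18-24 h of compound exposure in a concentration series. The subsequent BugLite luminescent read reports ARE-luciferase activity.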
EPAC2 agonist: agonists of human EPAC2 (RAPGEF4) | Q8WZA2 | EPAC2 activation, biochemical qHTS; response scale: 100% = 6.5 mM cAMP response | Potency, µM (doses to about 154 µM), for the others: top-dose activation, hits mostly activators | 360,000 tested, 0.079% active | AID 720711; further: potency means the concentration at half of the fitted maximal effect; nearly all actives have a fitted effect of over 50% in size
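Fluorescence exchange assay: 100 nM EPAC2 with 250 nM RAP1B-BODIPY-GDP and 50 uM GDP; compounds tested as a concentration-titration series (qHTS). Loss of Rap1-bound BODIPY-GDP fluorescence read at 480/540 nm; data normalized to 6.5 mM cAMP.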
CCT chaperon mod: cytosolic chaperonin activity modulation. purified chaperonin ATPase assay, HTRF ADP detection, 30 min. activity change, % (concentration not given with the values), hits read low. 360,000 tested, 0.3% active. AID 651819; in the data active means activity change below about -30%; further: on the % scale 0 is the no-effect control and ±100 the full control effect
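TRiC (40 or 20 nM final, by batch activity) in 30 mM Tris pH 7.4, 100 mM KCl, 5 mM MgCl2, 1 mM DTT was treated with compound at 76 uM single dose, then 10 uM ATP, 30 min at 37 °C. ADP was read by HTRF Transcreener.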
Nrf2 activator: activators of Nrf2 (ARE) signaling; AREc32 ARE-luciferase reporter (MCF7-derived line), luminescence, 24 h; Potency, µM (doses to about 46.1 µM), for the others: top-dose activation, most hits filed as activators; 410,000 tested, 0.31% active; further: potency means the concentration at half of the fitted maximal effect; % of control where 0% means no effect; nearly all actives have a fitted effect of over 65% in size
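Reporter line AREc32 (ARE-Fluc), seeded overnight in OPTI-MEM with 5% FBS; compound pin-transferred, 24 hr at 37 deg C, 5% CO2; luminescent read-out.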
Akt phos inh: blocks phosphorylation of Akt; Neuro2A IGF-stimulated pAkt S473 HTRF, 20 min; stronger effect = lower value; activity change, % for hits at 50 µM; 360,000 tested, 0.32% active; in the data active means activity change below about -80%; inconclusive means mostly about -51% to -80%; further: on the % scale 0 is the no-effect control and ±100 the full control effect
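Neuro2A cells (4,500/well, DMEM with 0.5% FBS) were treated with compound at a single 50 µM final concentration, stimulated with 6 nM IGF for 20 min at 37 °C, and lysed. Phospho-Akt Ser473 was read by HTRF as 665/615 ratio ×10^4.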
Numbers without * were called inactive; i = inactive; ? = inconclusive; · = not tested or not shown; & = joins results of further samples; [ ] = dose if it differs, or a comment. Unless noted, the call rests on the fitted dose curve; in most records, active means well fitted curve in the direction sought with a large enough effect; inconclusive means small, poorly fitted or top-dose-only effect, or another doubt; inactive means no such curve, though single readings can be large; an effect the other way counts as inactive or inconclusive.

SMILES	TGFb inhibitor	EPAC2 antagonist	Nrf2 block	MmCpn inh	A549 tox	EPAC2 agonist	CCT chaperon mod	Nrf2 activator	Akt phos inh
O=C(Nc1ccc2c(c1)OCO2)C(c1ccccc1)N1CCCCC1 (stereo not given)	0%	-27%	-3%	-1%	-3%	3%	0.9	-0.7%	i
O=C1Nc2ccccc2N=C(c2ccccc2)C1N1CCOCC1 (stereo not given)	-20%	9%	5%	2%	-15%	2%	0.6	-0.3%	i
Cc1cc(Cl)ccc1NC(=O)CN1C(=O)NC2(CCCC2)C1=O	2%	-1%	-4%	2%	-10%	11%	-4.4	1.2%	i
CCCCC1(C)NC(=O)N(CC(=O)Nc2ccc(Cl)cc2C)C1=O (stereo not given)	-2%	-5%	5%	0%	-16%	2%	-1.1	0.4%	i
Cc1cccc(C)c1NC(=O)C(c1ccccc1)N1CCOCC1 (stereo not given)	-2%	4%	12%	1%	1%	1%	1.8	-0.7%	i
CCN=C1S/C(=C\c2ccc(-c3cccc(C(=O)O)c3)o2)C(=O)N1CC	-2%	?	?	0%	-11%	9%	-0.7	3.1%	i
Cc1cc(NC(=O)NN2CCOCC2)nn1-c1c(Cl)cccc1Cl	0%	15%	3%	0%	2%	2%	0.6	0.3%	i
CCc1ccc2[nH]c(=O)c(CN(CCN(CC)CC)C(=O)NC3CCCCC3)cc2c1	?	1%[57.1 µM]	17%	4%	-22%	-1%	-0.1	4.8%	i
O=C(CSc1nnc2c(n1)[nH]c1ccccc12)Nc1ccc(S(=O)(=O)Nc2ncccn2)cc1	-2%	-1%	7%	0%	-16%	-3%	-3.6	0.3%	i
O=C(NCC1CCCCC1)c1cc([N+](=O)[O-])ccc1Cl	-11%	-2%	-2%	-2%	1%	6%	-1.3	7.8%	i
COc1ccc(OC)c(C2=NOC(C(=O)Nc3cc(C)nn3-c3ccccc3)C2)c1 (stereo not given)	4%	6%	-8%	1%	-10%	-4%	-2.2	-0.2%	i
O=C(COC(=O)c1cccc([N+](=O)[O-])c1)NCc1ccc2c(c1)OCO2	13%	1%	9%	1%	-5%	-1%	-2.3	-0.4%	i
C/C(CC(=O)N1CCN(C=O)CC1)=N\NC(=O)c1ccc(Br)cc1	-2%	-12%	-18%	-4%	-1%	2%	1.6	3.6%	i
CC(C)Oc1ccc2ccccc2c1CNC[C@H]1O[C@@H](n2cnc(C(N)=O)n2)[C@H](O)[C@@H]1O	9%	19%	9%	·	1%	14%	-0.4	0.5%	i
CCOC(=O)C1C(=O)CC(=O)C(C(=O)OCC)C1c1ccc(O)cc1 (stereo not given)	4%	4%	·	·	·	-4%	-0.6	0.3%	i
Cc1cc(C)n(CC(=O)NC2C(=O)N3C(C(=O)O)=C(CSc4nnc(C)s4)CSC23)n1 (stereo not given)	-2%	10%	16%	0%	1%	9%	-1.6	0.7%	i
COc1ccc(OC)c(-c2cc(C(=O)Nc3c(C)nn(Cc4ccccc4)c3C)no2)c1	-24%	-7%	15µM*	1%	-15%	3%	0.2	3.3%	i
CC(C)(C)n1cnc2cc(NCc3ccccc3O)ccc21	-22%	2%	?	-1%	4%	2%	-0.1	5.1%	i
COc1cccc2cc(C(C)N(CCCN3CCOCC3)C(=S)Nc3ccc(C)c(C)c3)oc12 (stereo not given)	-7%	-8%	18%	2%	-2%	4%	0.6	3.4%	i
CCCn1nc(-c2ccccc2)c2nc3ccccc3nc21	-6%	206%[activator]	8%	-2%	?	-218%[inhibitor]	-2.5	-0.9%	i
CCOC(=O)/C(C(N)=NC)=C(\O)c1ccccc1	14%	12%	·	-1%	2%	2%	-2.8	-0.6%	i
CC(C)n1cnnc1SCC(=O)Nc1cccnc1Cl	17%	-10%	-1%	0%	5%	10%	0.4	-0.3%	i
O=C(OCc1ccccc1)N1CCC2CC1c1cc(N3CCNCC3)ccc12 (stereo not given)	-21%	5%	·	·	·	16%	-1.5	6.2%	i
O=C(O)c1ccc(-n2cc(-c3cc4ccccc4oc3=O)[nH]c2=S)cc1	5%	21%	?	0%	-3%	6%	3.2	0.2%	i
Cc1oc(C(C)(C)C)cc1C(=O)Nc1cccc(/C=C\C(=O)O)c1	-15%	-1%	12%	1%	-5%	-9%	0.4	2.3%	i
C[C@@H]1CN([C@H](C)CO)C(=O)CCCn2cc(nn2)CO[C@H]1CN(C)C(=O)C1CC1	-11%	6%	·	·	·	9%	1.0	0.6%	i
COc1ccccc1CNS(=O)(=O)N(C)C	?	-7%	2%	1%	2%	6%	-2.7	0.0%	i
O=C(C[n+]1ccc(Cc2ccccc2)cc1)Nc1ccccc1	-22%	2%	6%	0%	-4%	8%	-2.9	0.0%	i
Cc1nnc2ccc(N3CCCC3)nn12	1%	10%	-14%	-11%	-12%	-6%	1.0	-0.1%	i
O=C1CCc2cc(Br)ccc2O1	?	3%	10%	·	8%	13%	1.2	1.1%	i
CCOc1ccc(NC(=O)N(Cc2c[nH]c3ccccc23)C2CCCCCC2)cc1	-18%	·	?	·	1%	·	·	10%	·
O=S(=O)(Cc1ccccc1)C1CCCCC1O (stereo not given)	-3%	-3%	-1%	3%	2%	4%	-4.1	-0.1%	i
O=C(NN=Cc1ccccc1Cl)c1ccc([N+](=O)[O-])cc1	-10%	3%	25%	·	-2%	7%	-1.9	2.1%	i
COCCNC(=O)c1sc(=O)n(Cc2ccc(SC)cc2)c1C	-5%	3%	·	·	·	1%	0.4	-0.1%	i
CCCCCn1c(SCC(=O)CC(=O)OCC)nc2cc(C(=O)N3CCC(C(N)=O)CC3)ccc2c1=O	-2%	11%	-12%	1%	2%	-6%	-2.6	3.4%	i
CCOc1cccc(C(=O)Nc2nccs2)c1	2%	-5%	2%	2%	2%	10%	-2.2	4.4%	i
CN(C)CC(C)(C)CNc1ccc(S(=O)(=O)N2CCCC2)cn1	0%	-4%	2%	1%	2%	6%	-1.3	0.4%	i
Cc1cccc(-n2c(Cc3cc(=O)[nH]c(=O)[nH]3)nnc2SCC(=O)N2CCc3ccccc32)c1	3%	-13%	-2%	0%	-5%	2%	-2.2	0.1%	i
CCCOc1ccc(C2c3c(oc4ccccc4c3=O)C(=O)N2CCCN2CCOCC2)cc1 (stereo not given)	-5%	4%	-3%	0%	1%	7%	-0.6	-0.1%	i
O=C(CCS(=O)(=O)Cc1ccccc1)Nc1nncs1	1%	-24%	9%	3%	19%	3%	1.3	6.4%	i

Three entries already listed, sorted by the value under MmCpn inh, highest first.
molecule	MmCpn inh
Cc1cccc(C)c1NC(=O)C(c1ccccc1)N1CCOCC1 (stereo not given)	1%
Cc1cc(NC(=O)NN2CCOCC2)nn1-c1c(Cl)cccc1Cl	0%
CC(C)(C)n1cnc2cc(NCc3ccccc3O)ccc21	-1%

Next part.
SMILES	TGFb inhibitor	EPAC2 antagonist	Nrf2 block	MmCpn inh	A549 tox	EPAC2 agonist	CCT chaperon mod	Nrf2 activator	Akt phos inh
CCN(c1ccccc1)S(=O)(=O)c1ccc(C(=O)Nc2ncccc2C)cc1	3%	-2%	4%	-1%	9%	-1%	-0.4	0.0%	i
CC(=O)N1CCc2cc(S(=O)(=O)NCCC(=O)N3CCc4ccccc4C3)ccc21	-7%	-3%	13µM*	0%	-16%	6%	1.4	0.2%	i
Cc1nnc(N2CCN(c3ccccc3)CC2)c2c1nnn2Cc1ccc(F)cc1	4%	·	-2%	·	1%	·	·	0.0%	·
Cc1ccc(S(=O)(=O)N2CCC(C(=O)OCC(=O)N(CC(C)C)C3CCS(=O)(=O)C3)CC2)cc1C (stereo not given)	6%	-2%	?	-1%	2%	-5%	0.6	-0.5%	i
O=C(Nc1ccc2c(c1)OCO2)C1CCN(C(=O)c2cccs2)CC1	3%	4%	·	1%	-5%	19%	-4.6	0.3%	i
COc1ccc(Cl)cc1NC(=O)CSC1=Nc2ccccc2C2=NC(CC(=O)NCc3ccc4c(c3)OCO4)C(=O)N12 (stereo not given)	-21%	·	3%	·	-4%	·	·	8.7%	·
COc1cccc2cc(C(=O)C3=C(O)C(=O)N(CCN4CCOCC4)C3c3cccc(Cl)c3)oc12 (stereo not given)	-7%	-2%	-14%	-5%	-12%	15%	-0.5	5.1%	i
CCS(=O)(=O)c1ncc(N(Cc2ccco2)Cc2sccc2C)c(C(=O)Nc2cc(C)ccc2C)n1	-21%	·	10%	·	-1%	·	·	0.7%	·
O=C(Nc1ccc(F)cc1)C1CCCN(S(=O)(=O)c2cccc3nonc23)C1 (stereo not given)	-15%	11%	4%	1%	2%	-3%	0.0	-0.5%	i
CN(C)C(=O)c1cccn1-c1ncc(C(F)(F)F)cc1Cl	4%	-5%	4%	-8%	-2%	3%	1.0	0.0%[9.22 µM]	i
O=C(O)CC(C(=O)O)N1C(=O)/C(=C/c2ccc(-c3nc4ccccc4s3)o2)SC1=S (stereo not given)	-6%	-18%	2%	-5%	?	13%	2.8	-0.3%	i
O=C(Nc1nnc(S(=O)(=O)N2CCOCC2)s1)c1cccc(F)c1	13%&-4%	3%	?	-6%	1%&12%	5%	-0.3	0.0%&3.6%	i
Cc1ccc(C(C(=O)NCc2ccc(F)cc2)N(CCCO)C(=O)C2COc3ccccc3O2)o1 (stereo not given)	-20%	-6%	12%	-2%	-5%	2%	1.2	-1.7%	i
Cc1ccc(C)c(-c2[nH]c3c(c2-c2c(-n4cccc4)n(C)c(=O)n(C)c2=O)c(=O)n(C)c(=O)n3C)c1	-21%	·	-11%	·	0%	·	·	0.0%	·

Not all compounds are listed. The share of hits here may be higher or lower than overall.
